# 4-MU autofl = compounds fluorescent in 4-MU spectral region; AID 589; max dye-equivalent concentration, M; hit rate 11% among 59,000; compound autofluorescence, 340/450 nm, 4-MU equivalents; hits give high values; in the data active = max dye-equivalent concentration above about 10 nM; inconclusive = mostly about 1.1 nM to 9.6 nM
#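 Intrinsic fluorescence at 340/450 nm (ex/em) was read after 15 min at room temperature in pH 8.0, 100 mM Tris. Each compound concentration expressed as 4-MU-equivalent concentration from a six-point 4-MU standard series on each plate.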
# Caspase-1 inhib = allosteric or competitive inhibitors of human caspase-1; AID 900; Potency, µM (series often up to 57.5 µM), for the others: top-dose activity change, negative = inhibition, actives largely listed as inhibitors; Caspase-1 enzyme, Ac-WEHD-AFC fluorogenic rate; hit rate 0.03% among 75,000;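 also: potency is read from the fitted curve at half-maximal effect; plate controls were vehicle for no effect and no substrate for full effect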
# Rhodamine fluor = compound autofluorescence in rhodamine spectral region. max dye-equivalent concentration, M. Rhodamine-region fluorescence, 547/598 nm, Tris buffer; hits give high values. hit rate 0.05% among 59,000; in the data active = max dye-equivalent concentration above about 11 nM; inconclusive = between about 1.1 nM and that limit
#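 Compounds in 100 mM Tris buffer, pH 8.0, were incubated 15 min at room temperature, then read at 547 nm excitation and 598 nm emission. Fluorescence was normalized against a per-plate six-point rhodamine standard curve as dye-equivalent concentration.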
# Texas Red fluor = compounds fluorescent in Texas Red spectral region; Compound fluorescence, Texas Red channel, 547/618 nm; hits give high values; max dye-equivalent concentration, M; hit rate 0.06% among 59,000; in the data active = max dye-equivalent concentration above about 10 nM; inconclusive = between about 1.1 nM and that limit
#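 Texas Red-region profiling: compounds in 100 mM Tris pH 8.0 were read at 547/618 nm after 15 min at room temperature. Intensities were normalized against a six-point Texas Red standard series to give dye-equivalent concentration.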
# Fluorescein fluor = fluorescein region autofluorescence. Compound autofluorescence, 480/540 nm, fluorescein-equivalent; hits give high values. max fluorescein-equivalent concentration, M. hit rate 0.91% among 59,000; in the data active = max fluorescein-equivalent concentration above about 10 nM; inconclusive = between about 1.1 nM and that limit
#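 Normalized response (dye-equivalent concentration) derives from comparing each well's 540 nm emission, under 480 nm excitation, with plate-resident fluorescein standards. Compounds were held in 100 mM Tris, pH 8.0, for 15 min at room temperature.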
# ERK AVP inh = inhibitors of vasopressin-stimulated ERK signaling pathway. HEK293-V1b, vasopressin-stimulated pERK AlphaScreen. Potency, µM (highest dose often 57.5 µM), for inactives: at the top dose activity, negative = inhibition, hits mostly inhibitors. hit rate 0.99% among 72,000. AID 995; also: potency is read from the fitted curve at half-maximal effect; % is scaled to controls: 0 for no effect and ±100 for the full control effect; nearly all actives have a fitted effect of over 55% in size
#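 V1b-HEK293 cells; cpd 30 min 37C; 25 nM vasopressin 5 min; lyse 10 min; AlphaScreen beads 5 hr RT. Normalized to DMSO basal and 25 nM vasopressin; AC50 by Hill fit.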
# A350 autofl = A350 region autofluorescence. Compound autofluorescence, 340/450 nm, Alexa 350 dye-equivalents; hits give high values. hit rate 11% among 59,000. max dye-equivalent concentration, M; in the data active = max dye-equivalent concentration above about 10 nM; inconclusive = mostly about 1.1 nM to 9.6 nM
# Tau fil binding = tau filament binding; recombinant tau filaments, thioflavin S fluorescence, 15 h; filaments grown with octadecylsulfate alongside compound; hit rate 2% among 71,000; AID 596; P10636; Potency, µM (top dose mostly 57.1 µM), inactives show at the highest dose activity change, negative = inhibition;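 also: potency is read from the fitted curve at half-maximal effect; % is scaled to controls: 0 for no effect and ±100 for the full control effect; actives lower thioflavin S fluorescence by blocking filaments or displacing dye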
# Target sequence (P10636 whole entry, looked up): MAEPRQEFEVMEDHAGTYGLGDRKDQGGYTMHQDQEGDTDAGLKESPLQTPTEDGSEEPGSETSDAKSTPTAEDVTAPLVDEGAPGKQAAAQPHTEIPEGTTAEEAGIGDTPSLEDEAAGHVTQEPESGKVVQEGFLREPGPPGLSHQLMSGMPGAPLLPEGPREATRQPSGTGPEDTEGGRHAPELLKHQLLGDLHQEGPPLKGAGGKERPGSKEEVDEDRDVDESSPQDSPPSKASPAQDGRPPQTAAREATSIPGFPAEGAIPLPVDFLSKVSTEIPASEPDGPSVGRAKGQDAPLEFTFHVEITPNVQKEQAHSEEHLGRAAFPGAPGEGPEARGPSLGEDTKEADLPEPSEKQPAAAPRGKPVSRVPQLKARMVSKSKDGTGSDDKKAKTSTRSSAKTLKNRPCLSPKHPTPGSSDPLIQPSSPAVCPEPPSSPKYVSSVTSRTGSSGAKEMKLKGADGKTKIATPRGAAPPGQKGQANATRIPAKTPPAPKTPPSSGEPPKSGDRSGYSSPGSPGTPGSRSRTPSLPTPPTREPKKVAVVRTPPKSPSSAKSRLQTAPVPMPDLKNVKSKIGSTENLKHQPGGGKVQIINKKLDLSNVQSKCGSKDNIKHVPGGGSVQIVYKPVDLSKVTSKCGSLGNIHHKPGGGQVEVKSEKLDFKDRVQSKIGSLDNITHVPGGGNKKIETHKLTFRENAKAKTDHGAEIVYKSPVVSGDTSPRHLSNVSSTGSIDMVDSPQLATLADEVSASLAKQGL
#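 Assay mix: 1 uM His-tagged tau, 30 uM sodium octadecylsulfate, thioflavine S dye in HEPES/NaCl/DTT buffer. Compound is added prior to the inducer. Fluorescence after 15 h at 37 C.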
# HEK293 cAMP ctrl = counter-screen for TSHR agonists: cAMP increase in parental HEK293; parental HEK293 CNG cAMP sensor, membrane potential fluorescence; Potency, µM (top dose mostly 57.1 µM), inactives show top-dose activation, most hits filed as activators; hit rate 2.5% among 73,000; also: potency is read from the fitted curve at half-maximal effect; % of control where 0% means no effect; nearly all actives have a fitted effect of over 55% in size
#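 Counterscreen for endogenous-receptor signalling: CNG-channel HEK 293 cells report cAMP rise by membrane depolarization. After 60 min dye equilibration with 100 uM RO 20-1724, compounds incubated 30 min before bottom-read fluorescence at 590 nm.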
# Casp7 inh = blocks human caspase-7 allosterically or competitively. recombinant caspase-7, Ac-DEVD-AFC fluorescence rate. Potency, µM (top dose mostly 57.5 µM), for the others: at the highest dose activity change, negative = inhibition, most hits filed as inhibitors. P55210. hit rate 0.02% among 75,000; active = well fitted inhibition curve with a large enough effect in the main read-out, with a control signal flat, not every such curve was filed as active; inconclusive = small, poorly fitted or top-dose-only effect, or a change in a side signal; also: potency is read from the fitted curve at half-maximal effect; % of control where 0% means no effect
# Target sequence (P55210 24-198 limits assumed): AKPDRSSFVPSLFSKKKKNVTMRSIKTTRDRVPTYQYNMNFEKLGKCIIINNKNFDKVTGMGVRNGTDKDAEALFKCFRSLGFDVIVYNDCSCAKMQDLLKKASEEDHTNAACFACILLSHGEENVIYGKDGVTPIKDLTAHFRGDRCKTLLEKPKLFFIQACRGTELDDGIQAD
# Target sequence (P55210 207-303 limits assumed): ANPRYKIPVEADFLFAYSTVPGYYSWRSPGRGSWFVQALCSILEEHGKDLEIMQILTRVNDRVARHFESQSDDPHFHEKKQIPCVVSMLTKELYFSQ
# Luciferase inh = inhibitors of firefly luciferase; P08659; purified firefly luciferase, luminescence, 8 min; Potency, µM (series often up to 57.1 µM), inactives show at the top dose activity change, negative = inhibition, actives largely listed as inhibitors; hit rate 2.2% among 72,000; AID 411; also: potency is read from the fitted curve at half-maximal effect; % is scaled to controls: 0 for no effect and ±100 for the full control effect; nearly all actives have a fitted effect of over 40% in size
#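 Compounds were tested as concentration series (qHTS) against purified P. pyralis luciferase with luciferin and 10 uM ATP in 50 mM imidazole pH 7.2, 50 mM KCl, 7 mM MgCl2, 0.01% Tween 20, 0.05% BSA. Luminescence was read after 8 min at ambient temperature.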
# * = called active by the depositor; i = inactive; ? = inconclusive; . = no result given; [ ] = remark or other dose. Unless noted, calls follow the shape of the dose curve; as a rule, active = well fitted curve in the direction sought with a large enough effect; inconclusive = small, poorly fitted or top-dose-only effect, or another doubt; inactive = no such curve, though single readings can be large; an effect the other way counts as inactive or inconclusive.
compound	4-MU autofl	Caspase-1 inhib	Rhodamine fluor	Texas Red fluor	Fluorescein fluor	ERK AVP inh	A350 autofl	Tau fil binding	HEK293 cAMP ctrl	Casp7 inh	Luciferase inh
COc1ccc(CCn2c(C)cc(C(=O)CSc3nnnn3C)c2C)cc1	i	1.7%	i	i	i	1.7%	i	8.5%	?	0.0%	1.8%
COc1ccc(CC(=O)Nc2ccc(N3CCN(c4ccc(OC)cc4)CC3)c(C#N)c2)cc1	1.67e-08M*	-4.2%	i	i	i	-4.2%	1.97e-08M*	-20.9%	-0.8%	-1.4%	-0.4%
Cc1nnc(SCc2cc(=O)n3[nH]cnc3n2)s1	i	3.5%	i	?	i	10.8%	i	-7.1%	10.7%	-0.8%	2.7%
Cc1ccc(-n2c(Cc3cccn3C)nnc2SCC(N)=O)cc1	i	0.8%	i	i	i	5.7%	i	3.9%	3.7%	0.9%	2.1%
CCS(=O)(=O)Nc1ccc(C(=O)CC2(O)C(=O)Nc3ccc(Br)cc32)cc1 (stereo not given)	1.4e-08M*	0.2%	i	?	?	-9.4%	?	-5.4%	0.7%	0.5%	-3.6%
CCOC(=O)c1cccnc1SCC(=O)N(C)c1ccccc1	?	-6.8%	i	i	i	-11.8%	?	-11.8%	6.5%	-1.6%	1.8%
CC(C)(C)C1CCc2c(sc3c2C(=O)NC(c2ccco2)N3)C1 (stereo not given)	i	-0.4%	i	i	i	-19.1%	i	?	29.2%	-2.9%	-17.4%
Cc1noc(C)c1CSCC(=O)OCC(=O)NC1CCCCC1	i	4.5%	i	?	?	7.4%	i	6.4%	-2.2%	-2.1%	1.0%
C=CCn1cc(C(=O)OC)c(=O)c2cc(S(=O)(=O)N3CCC(C)CC3)ccc21	i	0.1%	i	i	?	?	i	-6.7%	11.8%	1.6%	-0.8%
CCOC(=O)Cn1nnnc1C(C(C)C)N(Cc1cc2c(C)cc(C)cc2[nH]c1=O)C1CCCC1 (stereo not given)	i	-11.3%	i	?	i	-14.8%	i	24.1%	12.3%	-14.8%	-28.2%
Oc1ccc(C=Nc2ccc(N3CCOCC3)cc2)c(O)c1	.	-5.2%	.	.	.	-21.7%	.	20µM*	2.5%	-12.8%	?
COc1ccc(CN2CCNC(=O)C2CC(=O)O)cc1OC (stereo not given)	.	-2.6%	.	.	.	.	.	-11.5%	2.5%	-0.7%	0.1%
CC(NC(=O)c1ccco1)C(c1cccs1)N1CCN(c2ccccc2F)CC1 (stereo not given)	i	-3.1%	i	i	i	-6.5%	i	5.7%	20.3%	-3.2%	2.3%
CCCn1nnnc1SCC(=O)Nc1ccc(F)cc1	i	-0.4%	i	i	i	2.7%	i	8.0%	4.0%	1.1%	0.5%
Cc1cccc(NC(=O)c2cc3ccccc3o2)c1	i	-0.7%	i	i	i	-29.7%	i	8.1%	25.1µM*	-1.5%	12.6µM*
Cc1noc(C)c1-c1cc(N2CCNCC2)ncn1	i	1.6%	i	i	i	-1.7%	i	1.7%	27.3%	-3.5%	1.0%[2.29 µM]
CC(C)(C)NS(=O)(=O)c1ccc(CCC(=O)O)cc1	i	-0.3%	i	i	i	-11.6%	i	-1.3%	3.2%	0.2%	-1.0%
Cc1oc(C(=O)O)cc1CSCc1cc(C(=O)O)c(C)o1	.	-7.4%	.	.	.	-26.7%	.	41.9%	2.8%	-3.1%	-11.7%
COCCn1c(SCC(=O)NCc2ccco2)nc2cccnc21	i	0.5%	i	i	?	6.3%	?	-11.0%	-0.5%	4.1%	4.3%
CN(C)c1nc(N2CCOCC2)nc(N(c2ccccc2)c2ccccc2)n1	i	-1.4%	i	i	i	-3.0%	i	-3.0%	12.4%	-1.1%	0.8%
O=C(c1cccc(COc2ccc(Cl)cc2Cl)c1)N1CCN(c2ccccn2)CC1	i	-2.4%	i	i	i	-17.2%	i	77.8%	?	-2.1%	-2.9%
CCOC(=O)c1ccc(-n2c(C)nc3c(cnn3-c3ccccc3C)c2=O)cc1	.	0.2%	.	.	.	-19.4%	.	-9.7%	2.0%	-0.6%	-0.3%
Cn1c(NCC(O)c2ccccc2)nc2c1c(=O)n(Cc1ccc(Cl)cc1)c(=O)n2C (stereo not given)	i	.	i	i	i	.	i	.	.	.	1.9%[25.5 µM]
O=C(O)Cc1cc(Cl)ccc1O	i	-3.0%[11.5 µM]	i	i	i	-7.4%[11.5 µM]	i	-0.2%[11.4 µM]	2.8%[11.4 µM]	-0.4%[11.5 µM]	2.7%[11.4 µM]
COc1ccc(Cl)c(NC(=O)Cn2nnc(-c3ccccc3N)n2)c1	i	-1.1%	i	i	i	?	i	43.0%	-14.6%	-1.0%	-2.0%

# Laid out differently: results already given
# Second line of a record: 4-MU autofl, Caspase-1 inhib, Rhodamine fluor, Texas Red fluor, Fluorescein fluor, ERK AVP inh, A350 autofl, Tau fil binding, HEK293 cAMP ctrl, Casp7 inh, Luciferase inh
CC(C)(C)C1CCc2c(sc3c2C(=O)NC(c2ccco2)N3)C1 (stereo not given)
    i, -0.4%, i, i, i, -19.1%, i, ?, 29.2%, -2.9%, -17.4%
Cc1noc(C)c1CSCC(=O)OCC(=O)NC1CCCCC1
    i, 4.5%, i, ?, ?, 7.4%, i, 6.4%, -2.2%, -2.1%, 1.0%
C=CCn1cc(C(=O)OC)c(=O)c2cc(S(=O)(=O)N3CCC(C)CC3)ccc21
    i, 0.1%, i, i, ?, ?, i, -6.7%, 11.8%, 1.6%, -0.8%
CCOC(=O)Cn1nnnc1C(C(C)C)N(Cc1cc2c(C)cc(C)cc2[nH]c1=O)C1CCCC1 (stereo not given)
    i, -11.3%, i, ?, i, -14.8%, i, 24.1%, 12.3%, -14.8%, -28.2%

# The results go on.
compound	4-MU autofl	Caspase-1 inhib	Rhodamine fluor	Texas Red fluor	Fluorescein fluor	ERK AVP inh	A350 autofl	Tau fil binding	HEK293 cAMP ctrl	Casp7 inh	Luciferase inh
CCN1CCN(C(=O)c2cn(CCOC)c(=O)c3c2c2ccccc2n3C)CC1	6.55e-07M*	0.8%	i	i	i	-22.6%	6.92e-07M*	-11.3%	?	-1.6%	2.5%
COc1cc(OC)c(NC(=O)c2ccco2)cc1Cl	i	-0.7%	i	i	i	-11.1%	i	-7.6%	8.2%	-2.1%	0.3%
CCCCCOc1ccc(C(=O)N(Cc2ccco2)C2CCS(=O)(=O)C2)cc1 (stereo not given)	i	1.5%	i	i	i	-12.5%	i	3.0%	25.1µM*	-3.3%	0.8%
Nc1cc(C(=O)O)ccc1Nc1ccc(F)c(F)c1	i	-2.8%	i	?	i	9.7%	i	7.5%	-6.4%	-3.4%	-2.5%
CCOC(=O)C1CCN(S(=O)(=O)c2ccc(-c3nc4ccccc4s3)s2)CC1	2.28e-08M*	-11.9%	i	i	i	-3.2%	2.28e-08M*	-7.0%	26.5%	-9.4%	-8.0%
COc1ccc(C2CC(c3ccccc3)Nc3ncnn32)cc1 (stereo not given)	.	-3.0%	.	.	.	-25.1%	.	-7.2%	8.8%	-4.0%	2.5%
Cc1cc(=O)oc2ccc(OCC(=O)N3CCc4ccccc43)cc12	i	.	i	i	?	.	i	.	.	.	0.3%[25.5 µM]
Cc1ccc(-c2nc(-c3cccnc3)no2)c(C)c1	i	-0.5%	i	?	i	2.6%	?	0.4%	25.7%	0.2%	12.6µM*
O=C(c1ccc(Cl)c(Cl)c1)N1CCOCC1	i	0.0%	i	i	i	-12.9%	i	7.7%	-4.2%	1.2%	2.8%
Cc1ccc(C)c(Cn2c(=O)n(CCC(=O)NCc3ccco3)c(=O)c3ccccc32)c1	i	-0.9%	i	i	i	?	i	0.6%	12.2%	-1.1%	2.8%
Cc1ccc(-n2nc(-c3cccnc3)cc2C(=O)N2CCOCC2)c(C)c1	i	-0.4%	i	?	?	-2.8%	i	-28.0%	1.7%	-3.2%	-2.0%
CN(C)c1[nH]c(=O)c(C#N)c2c1CCN2Cc1ccccc1	?	-11.2%	i	i	?	3.2%	?	-29.2%	7.1%	-7.9%	-1.6%
CN(c1cccc(NC(=O)Cc2ccccc2)c1)S(C)(=O)=O	i	1.1%	i	i	i	-5.0%	i	92.3%	3.1%	-1.5%	-4.5%
CCOc1ccccc1NC(=O)c1ccccc1-c1nc(-c2ccccc2)no1	i	-1.5%	i	?	i	20.6%	i	2.6%	15.8µM*	-2.1%	-8.6%
Cc1nnc(SCC(=O)N2CCN(S(=O)(=O)c3ccc(Cl)cc3)CC2)[nH]c1=O	i	-4.8%	i	i	i	0.2%	i	1.6%	5.8%	1.4%	-14.4%
CC1Cc2ccccc2N1C(=O)c1ccc2c(c1)nnn2C (stereo not given)	i	-0.8%	i	i	i	-10.7%	i	-10.7%	-2.1%	-0.4%	2.6%
Cc1cc(C)nc(SCc2nnc(SCC(=O)Nc3cc(C(F)(F)F)ccc3Cl)o2)n1	i	-1.8%	i	?	?	4.7%	i	-9.3%	?	-0.6%	2.4%
CCOC(=O)C1Cc2c([nH]c3ccccc23)C(C)N1 (stereo not given)	i	.	i	i	i	.	?	.	.	.	3.0%[25.5 µM]
Cc1cc(C(=O)NCc2ccccc2F)cs1	i	3.2%	i	i	i	-4.3%	i	14.4%	8.5%	-0.5%	-3.2%

# Screens: PubChem, National Center for Advancing Translational Sciences (NCATS)

# These rows are one share of the data (hit frequency here may not be typical).
